PRC2 inh – blocks human EZH2/PRC2 H3K27 methylation; actives 0.35% (n = 57,000); DELFIA TRF, 1 h; AID 651548; Q15910; inhibition, % at 12.5 µM;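 active = mean inhibition of replicates at least 50% and every single replicate also reaching 50%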;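 also: dimethyl H3K27 on biotinylated H3 21-44 peptide detected by antibody; plate controls were median neutral control wells for no effect and median positive control wells for full effect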
Target sequence (Q15910 whole entry, looked up): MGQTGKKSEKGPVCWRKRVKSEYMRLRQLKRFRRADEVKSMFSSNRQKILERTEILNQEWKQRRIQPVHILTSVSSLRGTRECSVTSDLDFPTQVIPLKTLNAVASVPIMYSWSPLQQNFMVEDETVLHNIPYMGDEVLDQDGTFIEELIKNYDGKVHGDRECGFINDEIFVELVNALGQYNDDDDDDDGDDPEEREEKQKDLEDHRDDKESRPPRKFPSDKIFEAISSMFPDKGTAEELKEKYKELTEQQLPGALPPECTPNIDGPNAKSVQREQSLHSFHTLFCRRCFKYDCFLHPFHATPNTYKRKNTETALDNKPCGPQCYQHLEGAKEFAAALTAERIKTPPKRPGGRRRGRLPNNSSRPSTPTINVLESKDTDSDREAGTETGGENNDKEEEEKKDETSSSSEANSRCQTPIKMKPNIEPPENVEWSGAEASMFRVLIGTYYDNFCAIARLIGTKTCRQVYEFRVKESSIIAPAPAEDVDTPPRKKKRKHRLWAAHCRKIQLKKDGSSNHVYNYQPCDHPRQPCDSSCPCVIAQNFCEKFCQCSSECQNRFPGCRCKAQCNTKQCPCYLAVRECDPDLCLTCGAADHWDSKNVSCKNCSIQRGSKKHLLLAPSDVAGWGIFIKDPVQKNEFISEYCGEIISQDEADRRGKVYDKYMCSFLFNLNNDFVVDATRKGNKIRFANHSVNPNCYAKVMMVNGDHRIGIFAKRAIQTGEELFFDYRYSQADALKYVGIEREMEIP
IDH1 R132H inh – blocks human IDH1 R132H reductase activity | O75874 | diaphorase/resazurin fluorescence, 60 min | inhibition, % at 10 µM | actives 0.18% (n = 70,000) | AID 624101; in the data active = inhibition above about 34%;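 also: 0% = DMSO and 100% = no enzyme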
Numbers without * were called inactive; . = no result given. Not all compounds are listed; the hit share may differ from the screen's.

A first look (10 entries):
SMILES	PRC2 inh	IDH1 R132H inh
O=C(C[C@@H]1CC[C@H](NC(=O)C2CC2)[C@@H](CO)O1)NCCCN1CCOCC1	0.3	-1.1
O=C1O[C@H](c2ccccc2)[C@H](c2ccccc2)N2[C@H]1[C@@H](C(=O)O)[C@]1(C(=O)Nc3ccccc31)[C@H]2c1ccc(O)cc1	0.2	0.2
Cc1cc(C(=O)Nc2cccc3c2O[C@@H](CN(C)C(=O)Nc2ccc(F)cc2)[C@H](C)CN([C@H](C)CO)C3=O)n(C)n1	-5.9	-1.1
O=C(Cc1ccncc1)Nc1ccc2c(c1)[C@@H]1C[C@@H](CC(=O)NC3CCCCC3)O[C@H](CO)[C@@H]1O2	-0.6	-0.1
O=C(O)c1cccc(COc2ccc(CO)cc2Br)c1	10.5	0.1
C[C@@H]1CC[C@]2(C(=O)O)CC[C@]3(C(=O)O)C(=CCC4[C@@]5(C)CC[C@H](O[C@@H]6O[C@@H](C)[C@H](O[C@@H]7O[C@H](CO)[C@@H](O)[C@H](O)[C@H]7O)[C@@H](O)[C@H]6O)C(C)(C)C5CC[C@]43C)C2[C@H]1C (some centres undefined)	.	-0.2
CCCC(=O)Nc1ccc2c(c1)C(=O)N(C)C[C@@H](OC)[C@@H](C)CN(C(=O)CC)[C@@H](C)CO2	-3.1	-0.3
CO[C@@H](CN(C)C(=O)c1ccccc1F)[C@@H](C)CN([C@@H](C)CO)S(=O)(=O)c1ccccc1	-8.0	0.0
COc1ccccc1-c1cnc2c(c1)C(=O)N([C@H](C)CO)C[C@@H](C)[C@@H](CN(C)C)O2	-0.8	0.7
COCC(=O)Nc1ccc2c(c1)[C@H]1C[C@@H](CC(=O)NCc3ccccc3)O[C@@H](CO)[C@H]1O2	-6.3	-0.6

The whole of this part, previewed entries included:
SMILES	PRC2 inh	IDH1 R132H inh
O=C(C[C@@H]1CC[C@H](NC(=O)C2CC2)[C@@H](CO)O1)NCCCN1CCOCC1	0.3	-1.1
O=C1O[C@H](c2ccccc2)[C@H](c2ccccc2)N2[C@H]1[C@@H](C(=O)O)[C@]1(C(=O)Nc3ccccc31)[C@H]2c1ccc(O)cc1	0.2	0.2
Cc1cc(C(=O)Nc2cccc3c2O[C@@H](CN(C)C(=O)Nc2ccc(F)cc2)[C@H](C)CN([C@H](C)CO)C3=O)n(C)n1	-5.9	-1.1
O=C(Cc1ccncc1)Nc1ccc2c(c1)[C@@H]1C[C@@H](CC(=O)NC3CCCCC3)O[C@H](CO)[C@@H]1O2	-0.6	-0.1
O=C(O)c1cccc(COc2ccc(CO)cc2Br)c1	10.5	0.1
C[C@@H]1CC[C@]2(C(=O)O)CC[C@]3(C(=O)O)C(=CCC4[C@@]5(C)CC[C@H](O[C@@H]6O[C@@H](C)[C@H](O[C@@H]7O[C@H](CO)[C@@H](O)[C@H](O)[C@H]7O)[C@@H](O)[C@H]6O)C(C)(C)C5CC[C@]43C)C2[C@H]1C (some centres undefined)	.	-0.2
CCCC(=O)Nc1ccc2c(c1)C(=O)N(C)C[C@@H](OC)[C@@H](C)CN(C(=O)CC)[C@@H](C)CO2	-3.1	-0.3
CO[C@@H](CN(C)C(=O)c1ccccc1F)[C@@H](C)CN([C@@H](C)CO)S(=O)(=O)c1ccccc1	-8.0	0.0
COc1ccccc1-c1cnc2c(c1)C(=O)N([C@H](C)CO)C[C@@H](C)[C@@H](CN(C)C)O2	-0.8	0.7
COCC(=O)Nc1ccc2c(c1)[C@H]1C[C@@H](CC(=O)NCc3ccccc3)O[C@@H](CO)[C@H]1O2	-6.3	-0.6
CN(C)Cc1cn(CC[C@@H]2CC[C@@H](NC(=O)Cc3cccnc3)[C@@H](CO)O2)nn1	-9.8	0.3
C[C@@H]1CN([C@@H](C)CO)C(=O)c2cc(NC(=O)Cn3cnnn3)ccc2O[C@H]1CN(C)S(=O)(=O)c1ccccc1	.	-0.6
CO[C@H]1CN(C)C(=O)c2cc(NC(=O)C3CC3)ccc2OC[C@H](C)NC[C@@H]1C	-1.2	-0.2
CNC[C@@H]1Oc2ccc(NC(=O)NC(C)C)cc2C(=O)N([C@H](C)CO)C[C@H]1C	12.1	.
O=C(Cc1ccccn1)NCC[C@H]1CC[C@@H](NC(=O)Nc2ccc(F)cc2)[C@@H](CO)O1	-2.5	0.0
COc1ccc(CN(C)C[C@H]2Oc3ccc(NS(=O)(=O)c4ccc(F)cc4)cc3CC(=O)N([C@@H](C)CO)C[C@@H]2C)cc1	-2.3	0.4
COc1ccccc1CN(C)C[C@@H]1OCc2cn(nn2)CCCC(=O)N([C@@H](C)CO)C[C@@H]1C	2.1	1.8
COc1ccc(CN(C)C[C@H]2OCCCC[C@H](C)Oc3ccc(NS(=O)(=O)c4cn(C)cn4)cc3C(=O)N([C@@H](C)CO)C[C@H]2C)cc1	.	-4.3
CC(C)NC(=O)N(C)C[C@H]1Oc2ncc(C#Cc3ccccc3F)cc2C(=O)N([C@H](C)CO)C[C@H]1C	-12.5	-1.8
O=C(CC1NCCNC1=O)Nc1cccc(Cl)c1Cl (centres undefined)	-5.7	0.4
C[C@H]1CN([C@@H](C)CO)C(=O)Cc2cc(NS(=O)(=O)c3ccc(F)cc3)ccc2O[C@@H]1CN(C)S(=O)(=O)c1ccc(Cl)cc1	.	1.2
COC(=O)c1cc(OC)c(OC)cc1NC(=O)COc1cccc(C)c1C	-1.8	0.0
CN(C(=O)c1ccn[nH]1)C1CC(C)(C)N(C)C(C)(C)C1	-20.5	0.6
CCCN1C[C@@H](C)[C@@H](OC)CN(C)C(=O)c2cc(NS(=O)(=O)c3cn(C)cn3)ccc2OC[C@@H]1C	-8.6	-0.1
COc1cc(NS(=O)(=O)c2ccc(NC(=O)c3csc(C)c3)cc2)nc(OC)n1	3.7	-0.9

(next part)
SMILES	PRC2 inh	IDH1 R132H inh
CO[C@H](CN(C)C(=O)c1ccc2c(c1)OCO2)[C@@H](C)CN([C@H](C)CO)S(=O)(=O)c1ccc(Cl)cc1	16.4	-0.2
O=C(CCc1ccc(O)cc1)c1c(O)c([C@@H]2O[C@H](CO)[C@@H](O)[C@H](O)[C@H]2O)c(O)c([C@@H]2O[C@H](CO)[C@@H](O)[C@H](O)[C@H]2O)c1O	11.0	-0.3
C[C@H]1CN([C@@H](C)CO)C(=O)Cc2cc(NC(=O)Nc3cccc4ccccc34)ccc2O[C@H]1CN(C)CC1CC1	.	-0.7
Cc1ccc(S(=O)(=O)Nc2ccc3c(c2)CC(=O)N([C@H](C)CO)C[C@@H](C)[C@@H](CN(C)S(=O)(=O)c2cn(C)cn2)O3)cc1	.	-2.2
Cc1ccc(S(=O)(=O)N(C)CC(=O)Nc2cccc(C(F)(F)F)c2)cc1	-2.0	0.1
CO[C@@H](C(=O)N(C)C[C@H]1OCc2ccccc2-c2c(n(C)c3ccccc23)C(=O)N([C@H](C)CO)C[C@@H]1C)c1ccccc1	-2.3	.
CC(NS(=O)(=O)c1ccc(F)cc1)C(=O)Nc1ccc2c(c1)OCCO2 (centres undefined)	11.8	-0.2
CO[C@@H]1CN(C)C(=O)c2cc(NC(=O)C3CCCC3)ccc2OC[C@H](C)N(C(C)=O)C[C@@H]1C	11.8	.
COCC(=O)Nc1ccc2c(c1)OC[C@H](C)N(C(=O)COC)C[C@H](C)[C@H](OC)CN(C)C2=O	0.7	-0.2
C[C@@H]1CN([C@@H](C)CO)C(=O)Cc2cc(NC(=O)Cc3cn(C)c4ccccc34)ccc2O[C@H]1CN(C)C(=O)Nc1ccc(F)cc1	.	-0.5
CO[C@@H]1CN(C)C(=O)c2ccc(NC(C)=O)cc2OC[C@H](C)N(C(=O)Cc2cccnc2)C[C@H]1C	-1.0	0.0
COc1ccc(CN(C)C[C@H]2Oc3ccc(NC(=O)NC4CCCCC4)cc3C(=O)N([C@H](C)CO)C[C@H]2C)cc1	.	0.3
O=C(C[C@@H]1C[C@@H]2c3cc(NC(=O)Nc4ccccc4F)ccc3O[C@@H]2[C@@H](CO)O1)NCc1cc(F)ccc1F	-12.2	0.2
CO[C@@H]1CN(C)C(=O)c2cc(NS(C)(=O)=O)ccc2OC[C@H](C)N(CC2CCOCC2)C[C@@H]1C	4.6	0.4
COc1ccccc1C(=O)Nc1ccc2c(c1)OC[C@@H](C)N(CC1CC1)C[C@H](C)[C@@H](OC)CN(C)C2=O	-8.5	-0.9
C[C@@H]1CN([C@@H](C)CO)C(=O)c2cccc(NC(=O)C3CCOCC3)c2O[C@@H]1CN(C)S(=O)(=O)c1cccs1	.	-0.9
C[C@H]1CN([C@@H](C)CO)C(=O)c2cccc(NC(=O)Nc3ccccc3)c2O[C@@H]1CN(C)Cc1ccc(Cl)c(Cl)c1	.	-1.8
Cc1ccccc1S(=O)(=O)N[C@@H]1CC[C@H](CCn2cc(-c3ccc(F)cc3)nn2)O[C@H]1CO	-12.5	0.1
COc1ccccc1N(CC(=O)Nc1ccccc1Cl)S(C)(=O)=O	-7.7	0.1
O=C(C[C@@H]1CC[C@@H](NC(=O)C2CCC2)[C@H](CO)O1)NCc1ccncc1	1.0	0.2
C[C@H](CO)N1C[C@H](C)[C@@H](CN(C)C(=O)CN(C)C)Oc2ncc(C#CCC3CCCC3)cc2C1=O	-13.1	-1.6
COc1ccccc1-c1nc(SCC(=O)N2CCOCC2)n[nH]1	.	-0.6
COc1ccc(CN(C)C[C@H]2Oc3ccc(NC(=O)Nc4cccc5ccccc45)cc3C(=O)N([C@H](C)CO)C[C@@H]2C)cc1	-4.9	-0.9
C[C@H]1CN([C@@H](C)CO)C(=O)c2cccc(NC(=O)NC3CCCCC3)c2O[C@H]1CN(C)C(=O)Nc1ccc(F)cc1	-2.4	3.7
CNC[C@H]1Oc2c(NC(=O)Nc3ccc4c(c3)OCO4)cccc2C(=O)N([C@@H](C)CO)C[C@H]1C	2.7	0.6

Further compounds follow.
SMILES	PRC2 inh	IDH1 R132H inh
COC(=O)c1c(NC(=O)C2CC(=O)NN2Cc2ccccc2)sc2c1CCC2 (centres undefined)	.	6.2
Cc1ccccc1S(=O)(=O)NCC[C@@H]1CC[C@@H](NC(=O)Nc2cccc(F)c2)[C@H](CO)O1	-18.6	-0.3
C[C@@H]1CN([C@H](C)CO)C(=O)c2cccc(NC(=O)C3CCOCC3)c2O[C@@H]1CN(C)S(C)(=O)=O	-11.0	.
C[C@@H]1CN([C@H](C)CO)S(=O)(=O)c2ccc(-c3ccncc3)cc2O[C@@H]1CN(C)C(=O)C1CCCCC1	4.3	.
C[C@@H](NC(=O)C[C@@H]1C=C[C@H](NC(=O)C2CC2)[C@H](CO)O1)c1ccccc1	2.1	0.1
O=C(N[C@@H]1CC[C@@H](CCNC(=O)C2CCCCC2)O[C@@H]1CO)c1ccncc1	-2.5	-0.1
Cc1c(NC(=O)CC#N)c(=O)n(-c2ccccc2)n1C	1.5	.
Cc1noc(C)c1NC(=O)N(C)C[C@H]1Oc2ccc(NC(=O)Nc3ccc4c(c3)OCO4)cc2C(=O)N([C@H](C)CO)C[C@H]1C	.	-2.2
COc1ccc(N(CC(=O)Nc2cc(Cl)ccc2OC)S(C)(=O)=O)cc1	.	-0.2
C[C@@H]1CN([C@@H](C)CO)C(=O)c2cc(NS(C)(=O)=O)ccc2O[C@@H](C)CCCCO[C@@H]1CN(C)S(=O)(=O)c1ccc(Cl)cc1	.	-1.2
Cc1noc(C)c1NC(=O)N(C)C[C@@H]1Oc2c(NC(=O)c3ccc(-c4nccs4)cc3)cccc2C(=O)N([C@H](C)CO)C[C@@H]1C	.	1.2
C[C@@H]1CN([C@H](C)CO)C(=O)c2cc(/C=C/c3ccccc3)cnc2O[C@@H]1CN(C)Cc1cccc(C(=O)O)c1	.	0.6
Cc1noc(C)c1S(=O)(=O)Nc1ccc2c(c1)CC(=O)N([C@H](C)CO)C[C@@H](C)[C@H](CN(C)Cc1ccc(C(=O)Nc3ccccc3N)cc1)O2	-23.6	0.1
Cc1noc(C)c1NC(=O)N(C)C[C@@H]1Oc2ccc(NC(=O)Nc3ccc4c(c3)OCO4)cc2CC(=O)N([C@H](C)CO)C[C@@H]1C	.	-1.1
C[C@H]1CCCCO[C@@H](CN(C)Cc2ccncc2)[C@@H](C)CN([C@@H](C)CO)C(=O)c2cc(NS(C)(=O)=O)ccc2O1	5.7	3.5
CC(C)(O[C@@H]1O[C@H](CO)[C@@H](O)[C@H](O)[C@H]1O)[C@@H]1Oc2cc3oc(=O)ccc3cc2[C@H]1O	.	0.3
CN1CCN(C(=O)C2=C[C@H](C3CC3)C[C@H](OCc3ccc(CO)cc3)O2)CC1	0.4	.
Cc1noc(C)c1S(=O)(=O)Nc1ccc2c(c1)CC(=O)N([C@H](C)CO)C[C@@H](C)[C@H](CN(C)Cc1ccccc1)O2	7.0	0.3
COc1ccc(S(=O)(=O)N(C)C[C@@H]2OCc3ccccc3-c3c(n(C)c4ccccc34)C(=O)N([C@H](C)CO)C[C@H]2C)cc1	-39.2	-0.7
C[C@@H]1CN([C@@H](C)CO)C(=O)c2cc(C#Cc3cccc(F)c3)cnc2O[C@H]1CN(C)C(=O)C1CCOCC1	-6.9	.
OCCN(CCO)c1nc(-c2ccccc2)nc2sc(-c3ccccc3)cc12	.	-1.1
COc1ccc(S(=O)(=O)N(C)C[C@H]2Oc3ccc(NS(=O)(=O)c4cccs4)cc3C(=O)N([C@@H](C)CO)C[C@H]2C)cc1	.	0.5
C[C@@H]1CN([C@@H](C)CO)C(=O)c2cc(NC(=O)Cc3cn(C)c4ccccc34)ccc2O[C@H]1CN(C)Cc1ccc(C(F)(F)F)cc1	.	-4.2
COCc1cn(CC[C@@H]2CC[C@@H](NC(=O)c3ccccc3)[C@@H](CO)O2)nn1	0.7	0.3
CCOC(=O)c1ccccc1NC(=O)c1ccc(Cl)c(S(=O)(=O)N2CCOCC2)c1	20.9	0.0
O=C1O[C@H](c2ccccc2)[C@H](c2ccccc2)N2[C@H]1[C@@H](C(=O)N1CCCCCCC1)[C@]1(C(=O)Nc3ccc(C#CC4=CCCCC4)cc31)[C@H]2c1ccccc1OCCO	-15.5	.
Cc1noc(C)c1S(=O)(=O)N(C)C[C@@H]1OCCCC[C@H](C)Oc2ccc(NS(C)(=O)=O)cc2C(=O)N([C@@H](C)CO)C[C@H]1C	.	-0.3
C[C@H]1CN([C@@H](C)CO)C(=O)c2cccc(NC(=O)Nc3ccc(F)cc3)c2O[C@@H]1CN(C)S(=O)(=O)c1ccccc1	.	0.2

High-throughput results from PubChem BioAssay.
